KB-V1 cytotox: qHTS assay for MDR1-selective chemotherapeutics: Primary screen using the drug-selected MDR subline cells KB-V1; KB-V1 MDR cells viability, CellTiter-Glo, 72 h; Potency, µM (top dose mostly 46.1 µM), inactives show top-dose activity change, negative = cytotoxicity, usual class: cytotoxic; 3.4% of 400,000 active; AID 1347076, 2019; also: potency is read from the fitted curve at half-maximal effect; % is scaled to controls: 0 for no effect and ±100 for the full control effect; nearly all actives have a fitted effect of over 60% in size
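Readout: CellTiter-Glo luminescence, 10 min after addition. Cells: KB-V1 MDR subline, 72 h at 37 degrees C with compound. Analysis: corrected, normalized data fitted to concentration-effect curves.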
S2 tox: Viability Counterscreen for Primary qHTS for Inhibitors of ATXN expression; S2 cells (HEK-293 line with an ATXN2-luciferase reporter) viability, CellTiter-Fluor protease fluorescence, 24 h; Potency, µM (doses to about 56.7 µM), usual class: cytotoxic; 0.49% of 400,000 active; AID 651635, 2014; also: potency is read from the fitted curve at half-maximal effect; nearly all actives have a fitted effect of over 40% in size
MCF10A rerep: A quantitative high throughput screen for small molecules that induce DNA re-replication in MCF 10a normal breast cells | MCF 10A DNA re-replication, Hoechst nuclear intensity, 48 h | Potency, µM (highest dose often 46.1 µM), without a hit: at the top dose activity, positive = re-replication, most hits filed as activators | 2.9% of 350,000 active; also: potency is read from the fitted curve at half-maximal effect; % of control where 0% means no effect; nearly all actives have a fitted effect of over 50% in size
HT1080 IDH1KD tx: qHTS for induction of synthetic lethality in tumor cells producing 2HG: qHTS for the HT-1080-IDH1KD cell line; HT-1080 IDH1 knockdown viability, ATP luminescence, 48 h; Potency, µM (highest dose often 46.1 µM), for inactives: top-dose activity, negative = toxicity, actives largely listed as cytotoxic; 2% of 360,000 active;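 also: potency is read from the fitted curve at half-maximal effect; 0% = DMSO wells and -100% = cell-free medium wells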
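% activity derives from luminescence (CellTiter-Glo), normalised to DMSO and no-cell wells. HT-1080-IDH1KD cells, 750/well, had 48 h compound exposure at 37 °C.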
SW480 rerep: A quantitative high throughput screen for small molecules that induce DNA re-replication in SW480 colon adenocarcinoma cells | SW480 DNA re-replication, Hoechst DNA content imaging, 48 h | Potency, µM (highest dose often 46.1 µM), without a hit: at the top dose re-replication activation, most hits filed as activators | 1.8% of 340,000 active | AID 624297, 2012; also: potency is read from the fitted curve at half-maximal effect; % of control where 0% means no effect; nearly all actives have a fitted effect of over 55% in size
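SW480 cells exposed to compounds for 48 hr at 37 C, 5% CO2, then Hoechst-stained 40 min. Nuclear DNA content imaged by fluorescence scanning (405 nm excitation, 500-530 nm emission); re-replication scored as increased high-intensity nuclei.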
ATXN2 expr inh: Primary qHTS for Inhibitors of ATXN expression; HEK-293 ATXN2-luciferase reporter, luminescence, 24 h; Potency, µM (top dose mostly 57 µM), without a hit: at the highest dose activity change, negative = inhibition, most hits filed as inhibitors; 0.72% of 360,000 active; also: potency is read from the fitted curve at half-maximal effect; % is scaled to controls: 0 for no effect and ±100 for the full control effect; nearly all actives have a fitted effect of over 55% in size
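ATXN2-luciferase reporter cells (luciferase flanked by upstream and downstream ATXN2 gene portions) were treated 24 h at 37 °C with compounds at up to 57 uM. SteadyGlo luminescence gave expression; GF-AFC fluorescence gave viability.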
IL-1B inflam inh: qHTS for Inhibitors of Inflammasome Signaling: IL-1-beta AlphaLISA Primary Screen; THP-1 LPS/ATP IL-1B secretion, AlphaLISA, 16 h; active compounds read low; activity change, % at 57.5 µM; 4.7% of 360,000 active; AID 743279, 2014; in the data active = activity change below about -50%; inconclusive = mostly about -30% to -49%; also: % is scaled to controls: 0 for no effect and ±100 for the full control effect
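Secreted IL-1B measured by AlphaLISA bead assay after 16 h compound exposure of THP-1 cells; compounds (final up to 57.5 uM) added 1 h before LPS (250 ng/mL) and ATP (1.25 mM) stimulation; lower signal means less secretion.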
KB-3-1 cytotox: qHTS assay for MDR1-selective chemotherapeutics: Primary screen using the parental adenocarcinoma cell KB-3-1. KB-3-1 viability, CellTiter-Glo ATP luminescence, 72 h. Potency, µM (series often up to 46.1 µM), for the others: at the top dose activity change, negative = cytotoxic, hits mostly cytotoxic. 1.4% of 400,000 active. AID 1347075, 2019; also: potency is read from the fitted curve at half-maximal effect; % is scaled to controls: 0 for no effect and ±100 for the full control effect; nearly all actives have a fitted effect of over 60% in size
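Luminescent ATP read-out (CellTiter-Glo) measures survival of drug-naive KB-3-1 cells after 72 h compound exposure at 37 °C. Titration series was screened from lowest to highest concentration, with DMSO vehicle plates as background controls.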
HT1080NT lethal: qHTS for induction of synthetic lethality in tumor cells producing 2HG: qHTS for the HT-1080-NT fibrosarcoma cell line. HT-1080-NT fibrosarcoma viability, CellTiter-Glo ATP luminescence, 48 h. Potency, µM (titrated, usually from 46.1 µM), for the others: at the highest dose activity, negative = less viability, usual class: cytotoxic. 1.6% of 360,000 active. AID 686970, 2013;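 also: NT is the 2HG producing partner of a matched IDH1 knockdown line; potency is read from the fitted curve at half-maximal effect; 0% = DMSO-treated cells and -100% = media-only wells without cells; nearly all actives have a fitted effect of over 55% in size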
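A 48-hour cytotoxicity screen used HT-1080-NT cells plated 2 hours before compound delivery. ATP-based CellTiter-Glo luminescence measured viability, normalized to DMSO and no-cell controls.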
* marks the source's active call; other numbers are inactive results; i = inactive; ? = inconclusive; . = no result given; & = joins results of further samples; [ ] = dose if it differs, or a comment. Unless noted, calls follow the shape of the dose curve; as a rule, active = well fitted curve in the direction sought with a large enough effect; inconclusive = small, poorly fitted or top-dose-only effect, or another doubt; inactive = no such curve, though single readings can be large; an effect the other way counts as inactive or inconclusive.

Start of the data: the first four entries as a preview:
Below each SMILES – KB-V1 cytotox, S2 tox, MCF10A rerep, HT1080 IDH1KD tx, SW480 rerep, ATXN2 expr inh, IL-1B inflam inh, KB-3-1 cytotox, HT1080NT lethal
CCCN1CCc2c(sc(NC(=O)Cc3ccc(F)cc3)c2C(N)=O)C1
→ -15.7%, i, 15.9%, 8.1%, ?, 0.7%, ?, 8.3%, 22.2%
COc1cc(/C=C/c2ccccc2)cc(OC)c1
→ -1.3%, i, ?, 4.3%, ?, 18.8%, -26.0, 3.1%, 15.0%
COc1ccccc1-c1coc2c(CN3CCCCC3C)c(O)ccc2c1=O (stereo not drawn)
→ 17.0%, ?, -0.2%, 8.1%, -1.9%, -20.1%, -1.2, 2.6%, -0.1%
Cc1cc(N)nc(SCC(=O)N2C(C)CCCC2C)n1 (stereo not drawn)
→ 3.1%, i, -3.9%, 3.2%, -18.0%, 23.5%, 7.5, 5.3%, 6.5%

This part in full, from the first entry:
Below each SMILES – KB-V1 cytotox, S2 tox, MCF10A rerep, HT1080 IDH1KD tx, SW480 rerep, ATXN2 expr inh, IL-1B inflam inh, KB-3-1 cytotox, HT1080NT lethal
CCCN1CCc2c(sc(NC(=O)Cc3ccc(F)cc3)c2C(N)=O)C1
→ -15.7%, i, 15.9%, 8.1%, ?, 0.7%, ?, 8.3%, 22.2%
COc1cc(/C=C/c2ccccc2)cc(OC)c1
→ -1.3%, i, ?, 4.3%, ?, 18.8%, -26.0, 3.1%, 15.0%
COc1ccccc1-c1coc2c(CN3CCCCC3C)c(O)ccc2c1=O (stereo not drawn)
→ 17.0%, ?, -0.2%, 8.1%, -1.9%, -20.1%, -1.2, 2.6%, -0.1%
Cc1cc(N)nc(SCC(=O)N2C(C)CCCC2C)n1 (stereo not drawn)
→ 3.1%, i, -3.9%, 3.2%, -18.0%, 23.5%, 7.5, 5.3%, 6.5%
Cc1ccc(C(=O)c2sc(Nc3ccc(F)cc3)c(C#N)c2N)cc1
→ -1.5%, i, ., ., ., -7.5%, ., 9.1%, .
COc1ccccc1Nc1nc(NCCC(C)C)nc(N)c1[N+](=O)[O-]
→ 9.3%, i, 5.3%, 5.5%, -5.4%, -7.1%, 5.9, 5.1%, 7.7%
COc1ccccc1Sc1ccccc1/C=N/NC(N)=O
→ -8.9%, ., -8.5%, -22.4%, 2.5%, ?, 10.5, -12.4%, -19.5%
COCC1CCN(C(=O)c2cc(COc3cccc4cnccc34)on2)CC1
→ ?, ?, 5.8%, -27.3%, -4.7%, ?, -53.3*, ?, -15.8%
Cc1cc(C)nc(SCc2ccc(C(=O)N/N=C/c3cccc(O)c3O)cc2)n1
→ ?, ?, ?, 2.31µM*, ?, ?, 44.1, ?, ?
Cc1[nH]c(=O)[nH]c(=O)c1S(=O)(=O)N1CCN(c2cccc(Cl)c2)CC1
→ 6.5%&2.7%, i, -9.8%, -0.6%, -3.2%, 2.6%&13.0%, 2.4, -6.2%&9.6%, -7.0%
CSc1ccccc1NC(=O)CN(C)CC(=O)Nc1cc(C)ccc1C
→ -20.2%, i, 5.8%, -0.6%, 0.4%, -8.5%, -0.5, -3.0%, -8.6%
Cc1cc(C)c(S(=O)(=O)c2ccccc2C(C)C)c(=O)[nH]1
→ 0.0%, i, -15.8%, -3.5%, -5.1%, 19.7%, 18.1, 4.1%, 3.8%
COc1ccc(S(=O)(=O)N2CCCC(C(=O)N3CCOCC3)C2)cc1C (stereo not drawn)
→ 0.0%, i, 23.6%, -10.6%, 19.7%, 4.3%, -9.4, -26.3%, 2.5%
O=C(N/C(=C/c1ccco1)C(=O)N1CCCCC1)c1cccs1
→ 5.2%, i, -4.6%, -16.9%, 2.2%, -10.4%, 5.9, 0.5%, 5.0%[9.24 µM]
Cc1ccsc1C(=O)OCC(=O)c1ccc[nH]1
→ -28.4%, i, 1.1%, 1.2%, -1.9%, 40.1%[activator], -11.1, 3.2%, -0.6%
O=C(Nc1cccc(-c2nc3ncccc3o2)c1)c1cc2ccccc2o1
→ ?, i, ?, -13.5%, -3.6%, 17.2%, 25.2, -4.1%, -17.4%
COc1ccc(NC(=O)CN(C)C(=O)c2sc3ccccc3c2Cl)cc1
→ ?, i, 2.8%, -2.5%, 0.8%, 7.6%, 3.5, -4.9%, 0.2%
CCc1ccccc1N(c1nc(-c2ccc(OC)c(OC)c2)no1)c1nc(-c2ccc(OC)c(OC)c2)no1
→ 12.7%, i, ., ., ., 0.9%, ., -17.1%, .
O=C(O)c1ccc(CNC(=O)c2ccc3c(c2)C(=O)N(Cc2cccnc2)C3=O)cc1
→ 6.3%, i, 2.5%, -13.7%, 1.0%, -9.1%, ?, -3.9%, -6.3%
Oc1cccc(-c2nc3ncccn3c2Nc2cccc(C(F)(F)F)c2)c1
→ 7.4%, ?, ., ., ., ?, ., -0.1%, .
CCOC(=O)C1=C(Nc2ccc(C)cc2)CC(C)(O)C(C(=O)OCC)C1c1ccccc1 (stereo not drawn)
→ -11.1%, i, ?, -13.7%, 3.5%, 1.4%, 3.8, -13.1%, -14.4%
COc1ccc(Cl)cc1N1C(=O)C2CCCN2C1c1ccc(F)cc1 (stereo not drawn)
→ 3.9%, i, 2.7%, -2.2%, -5.6%, -9.9%, 10.6, 4.3%, -3.6%
Cc1cc(C)c(C)c(OCC(=O)O/N=C(\N)c2ccccn2)c1
→ 1.7%, i, ?, -24.6%, 4.3%, 22.2%, -13.7, 10.6%, -17.8%

Whole records, quoted from the list. Order of values: KB-V1 cytotox | S2 tox | MCF10A rerep | HT1080 IDH1KD tx | SW480 rerep | ATXN2 expr inh | IL-1B inflam inh | KB-3-1 cytotox | HT1080NT lethal
Listed for CCCN1CCc2c(sc(NC(=O)Cc3ccc(F)cc3)c2C(N)=O)C1 = -15.7% | i | 15.9% | 8.1% | ? | 0.7% | ? | 8.3% | 22.2%
Listed for Cc1cc(N)nc(SCC(=O)N2C(C)CCCC2C)n1 (stereo not drawn) = 3.1% | i | -3.9% | 3.2% | -18.0% | 23.5% | 7.5 | 5.3% | 6.5%

Shown as a hit in IL-1B inflam inh (from the list above):
| Compound | SW480 rerep | IL-1B inflam inh |
| --- | --- | --- |
| COCC1CCN(C(=O)c2cc(COc3cccc4cnccc34)on2)CC1 | -4.7% | -53.3* |

Bioassay records deposited in PubChem BioAssay by National Center for Advancing Translational Sciences (NCATS).
